From PubChem
MrgX1 PAM = allosterically activates human MrgX1 receptor signaling. Q96LB2. MrgX1-HEK293, Fluo-4 calcium flux, FDSS; hits give high values. B-score at 10 µM. 310,000 compounds, 0.63% hits. AID 588675;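 active means plate-corrected calcium response at least 3 library SD above typical, normal starting fluorescence, not activating the receptor alone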;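 further: compound read alongside a low EC10 to EC30 dose of BAM8-22 agonist; peak minus trough fluorescence over baseline measured at the second addition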
HIF act = HIF pathway transcriptional activation | U2OS HRE-luciferase reporter, luminescence; normalized: DMSO 0%, desferrioxamine 100% | AID 1910 | 300,000 compounds, 0.32% hits | activation, % at 7.5 µM (by protocol);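 active means mean activation of at least 10% of the iron chelator positive control signal, with at least half of replicates also reaching 10%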
MrgX1 antagonist = antagonists of human MrgX1 receptor. Q96LB2. MRGX1-HEK293 calcium flux, Fluo-4, BAM8-22 antagonism; hits give low values. B-score at 10 µM. 310,000 compounds, 1.3% hits. AID 588676;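 active means calcium-response B-score plate-corrected more than 3 library SD below zero, starting fluorescence within 5 deviations, no agonist response on first addition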;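 further: peak minus trough fluorescence over baseline after final BAM8-22 challenge near maximal dose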
TRPC6 inhibitor = mouse TRPC6 channel inhibition. HEK293-TRPC6, membrane potential dye, ACh-evoked depolarization; hits give low values. B-score at 10 µM. 310,000 compounds, 1.1% hits;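 active means B-score under library mean minus 3 SD, initial fluorescence not abnormally high, positive integrated signal ratio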;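 further: B-score derived from integrated fluorescence ratio over the kinetic read; more negative B-score means stronger inhibition of depolarization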
Target sequence (Q61143 whole entry, looked up): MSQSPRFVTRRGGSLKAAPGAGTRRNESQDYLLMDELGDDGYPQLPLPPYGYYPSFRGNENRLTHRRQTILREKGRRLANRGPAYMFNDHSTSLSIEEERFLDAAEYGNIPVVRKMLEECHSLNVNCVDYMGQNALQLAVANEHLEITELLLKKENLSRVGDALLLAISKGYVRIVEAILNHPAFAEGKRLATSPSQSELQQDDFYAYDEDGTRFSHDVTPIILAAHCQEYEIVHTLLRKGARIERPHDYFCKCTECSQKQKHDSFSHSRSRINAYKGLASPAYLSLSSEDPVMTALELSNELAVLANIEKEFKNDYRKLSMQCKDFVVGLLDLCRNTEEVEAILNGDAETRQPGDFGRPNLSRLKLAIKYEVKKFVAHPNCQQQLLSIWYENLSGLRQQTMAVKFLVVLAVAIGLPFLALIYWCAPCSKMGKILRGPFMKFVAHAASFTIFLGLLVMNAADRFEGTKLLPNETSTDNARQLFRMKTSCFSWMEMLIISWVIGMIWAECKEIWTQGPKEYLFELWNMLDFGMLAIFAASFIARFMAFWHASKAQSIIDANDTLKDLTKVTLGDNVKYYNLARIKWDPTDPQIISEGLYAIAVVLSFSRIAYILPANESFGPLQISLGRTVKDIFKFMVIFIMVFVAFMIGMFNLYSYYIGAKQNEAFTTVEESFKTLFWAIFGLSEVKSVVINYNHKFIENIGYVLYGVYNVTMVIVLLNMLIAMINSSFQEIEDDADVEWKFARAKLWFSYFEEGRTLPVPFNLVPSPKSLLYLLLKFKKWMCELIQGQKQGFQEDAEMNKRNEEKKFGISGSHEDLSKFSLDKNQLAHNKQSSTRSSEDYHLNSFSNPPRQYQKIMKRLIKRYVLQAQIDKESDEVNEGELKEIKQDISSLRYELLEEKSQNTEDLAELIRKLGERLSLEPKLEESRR
TRPC4 agonist = opens the mouse TRPC4 cation channel; HEK293 TRPC4beta/mu-opioid, Fluo4 calcium fluorescence; hits give high values; B-score at 10 µM; 310,000 compounds, 0.49% hits; AID 2237;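 active means B-score above 5 SD of library B-scores, and initial fluorescence ratio not above library mean plus 5 SD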;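 further: positive B-score marks a calcium rise read as TRPC4 activation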
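Material: TRPC4beta and mu-opioid receptor HEK293 stable cells | Incubation: 45 min room-temperature Fluo4 loading, 110 s read | Detection: Kinetic Fluo4 calcium fluorescence | Measure: Integrated baseline-normalised fluorescence ratio, converted to per-well B score | Benchmarks: Low control buffer alone, high control maximal DAMGO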
TRPC4 PAM = allosterically enhances the mouse TRPC4 cation channel. HEK293 TRPC4beta/mu-opioid, DAMGO EC20, Fluo-4 Ca2+ flux; hits give high values. B-score at 10 µM. 310,000 compounds, 0.42% hits. AID 2227. Q9QUQ5;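 active means B-score of calcium response area above 5 SD of library B-scores, with initial fluorescence ratio within 5 SD of library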;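 further: B-score of integrated fluorescence ratio over time as area under calcium response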
TRPC4 block = inhibitors of mouse TRPC4 channel. Q9QUQ5. HEK293 TRPC4beta/mu-opioid, DAMGO-evoked Fluo4 calcium flux; hits give low values. B-score at 10 µM. 300,000 compounds, 0.39% hits. AID 2247;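 active means B-score over 3 SD under the library average, no early fluorescence shift, positive overall ratio signal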
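Signal: kinetic Fluo4 fluorescence imaging of calcium influx. Material: stable TRPC4beta/mu-opioid receptor HEK293 cells. Probe or stimulus: DAMGO in two steps, submaximal then maximal.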
PolyA inhibitor = yeast polyadenylation inhibition | S. cerevisiae SKY197-pL101 polyadenylation reporter, beta-gal luminescence; efflux-impaired pdr1/pdr3 knockout yeast; score 100 = 6 SD above DMSO | calls only at 12 µM | 300,000 compounds, 0.02% hits | AID 1875;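 active means lowest replicate activity score at least 50, where 100 means six control SD above control mean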;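 further: yeast exposed to compound for 9 h at 30 °C; higher score means more reporter readthrough which indicates perturbed polyadenylation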
MrgX1 agonist = agonists of human MrgX1 receptor | Q96LB2 | B-score at 10 µM | MrgX1-HEK293 cells, Fluo-4 calcium fluorescence, agonist mode; hits give high values | 310,000 compounds, 0.44% hits;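 active means calcium response B-score plate-corrected fluorescence ratio at least 3 library SD, with starting fluorescence B-score inside 5 SD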
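times = overnight plating, then 30 min 37 °C plus 30 min room-temperature dye loading | assay system = stable human MrgX1 HEK293 cell line | input = fifteen thousand cells per well | signal = kinetic calcium dye fluorescence, Fluo-4 NW | dosing = compound delivered in addition one of three | read-out = B-scored fluorescence response ratio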
TRPC6 activator = mouse TRPC6 channel activation. Q61143. HEK293-TRPC6 membrane potential dye fluorescence; hits give high values. B-score at 10 µM. 310,000 compounds, 0.13% hits;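 active means B-score of the integrated fluorescence ratio above library mean plus 3 SD, and starting fluorescence ratio within library mean plus 5 SD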;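 further: higher score means more depolarization so channel activation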
AI-2 QS modul = modulators of Vibrio harveyi AI-2 quorum sensing system. Vibrio harveyi JMH597 AI-2 luminescence/OD600 ratio, 9 h; hits give low values; strain lacks LuxN and CqsS sensors; 0 = neutral-control median. 300,000 compounds, 0.4% hits. AID 2094. activity change, % at 7.5 µM; in the data active means activity change below about -75%, passing the limit was not always enough;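 further: luminescence divided by OD600 gain over 9 h not by final OD600 alone; inactives centre near 13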
* hit, by the source's call; i = inactive; . = no result given. A portion of the library, so the mix of outcomes need not match the whole.

SMILES	MrgX1 PAM	HIF act	MrgX1 antagonist	TRPC6 inhibitor	TRPC4 agonist	TRPC4 PAM	TRPC4 block	PolyA inhibitor	MrgX1 agonist	TRPC6 activator	AI-2 QS modul
O=C(CSc1nnc2c(Cl)cc(Cl)cn12)N1CCN(c2ccc(F)cc2)CC1	i	-1.2	i	i	i	i	i	i	i	i	14.1
CC(C)(C)OC(=O)N1CCC(C(=O)NCC2CCCO2)CC1 (stereo unspecified)	i	-0.5	i	i	i	i	i	i	i	i	5.7
Cc1nn2c(NC(C)C)c3c(nc2c1-c1ccccc1)CCC3	i	0.7	i	i	i	i	i	i	i	i	26.8
COc1ccc(OCc2csc(N)n2)cc1	i	1.7	i	i	i	i	i	i	i	i	-1.7
CC(C)(C)NC(=O)c1cccc(NC(=O)c2ccc(NC(=O)c3ccco3)cc2)c1	i	-0.3	i	i	i	i	i	i	i	i	29.6
CC(C)N1CCc2c(sc(NC(=O)CCc3ccccc3)c2C(N)=O)C1	i	0.2	i	i	i	i	i	.	i	i	5.1
CC(C)[n+]1ccn(C2=C([O-])c3ccccc3C(=O)/C2=N\S(=O)(=O)c2ccccc2)c1	i	-0.6	i	i	i	i	i	i	i	i	26.9
O=C(CCl)Nc1ccc(-c2ccccc2)cc1	i	-3.7	i	i	i	i	i	i	i	i	-13.6
CC(=O)c1ccc(OCC(O)CN(C)CCOc2ccc(Br)cc2)cc1 (stereo unspecified)	i	-0.4	i	i	i	i	i	i	i	i	11.4
CCOc1ccc(C(=O)Nc2ccc(NC(=O)c3ccccc3)cc2)cc1Br	i	1.6	i	i	i	i	i	i	i	i	11.4
CCc1ccc(-c2nc(CS(=O)CC(=O)NC3CC3)c(C)o2)cc1 (stereo unspecified)	i	-0.1	i	i	i	i	i	i	i	i	5.0
Cc1ccc(Nc2nnc(SCC(=O)NCCN3C(=O)CSC3=O)s2)cc1	i	0.2	i	i	i	i	i	i	i	i	9.7
CCOc1cccc2cc(C(=O)NCc3ccccc3)c(=N)oc12	i	0.8	i	i	i	i	i	i	i	i	10.3
Fc1ccc(N2CCN(C(c3cccs3)c3nnnn3CCc3ccccc3)CC2)cc1 (stereo unspecified)	i	0.7	i	i	i	i	i	i	i	i	22.9
c1cc2c(cc1Nc1nc(-c3ccc4c(c3)OCO4)cs1)OCCO2	i	2.8	i	i	i	i	i	i	i	i	21.2
CC(C)CC(=O)Nc1cccc(C(=O)Nc2ccccc2C(=O)O)c1	i	-0.2	i	i	i	i	i	i	i	i	6.1
CCCc1c(C(=O)N/N=C/c2ccc(C)s2)nnn1-c1nonc1N	i	-0.9	i	i	i	i	i	i	i	i	13.6
CC(=O)c1ccc(C(=O)N2CCC(n3nccc3NC(=O)C3CC3)CC2)cc1	i	-0.4	i	i	i	i	i	i	i	i	10.1
Cc1cc2c(cc1C)C(c1ccccc1F)CC(=O)N2 (stereo unspecified)	i	-0.3	i	i	i	i	i	i	i	i	16.3
CCOC(=O)C(=CNc1ccc(-c2ccco2)c(Cl)c1)C(=O)OCC	i	-0.3	i	i	i	i	i	i	i	i	-13.0

Compound profiles (already shown). Values in the order: MrgX1 PAM | HIF act | MrgX1 antagonist | TRPC6 inhibitor | TRPC4 agonist | TRPC4 PAM | TRPC4 block | PolyA inhibitor | MrgX1 agonist | TRPC6 activator | AI-2 QS modul
Profile of CCOc1cccc2cc(C(=O)NCc3ccccc3)c(=N)oc12 = i | 0.8 | i | i | i | i | i | i | i | i | 10.3
Profile of Cc1ccc(Nc2nnc(SCC(=O)NCCN3C(=O)CSC3=O)s2)cc1 = i | 0.2 | i | i | i | i | i | i | i | i | 9.7

(cont.)
SMILES	MrgX1 PAM	HIF act	MrgX1 antagonist	TRPC6 inhibitor	TRPC4 agonist	TRPC4 PAM	TRPC4 block	PolyA inhibitor	MrgX1 agonist	TRPC6 activator	AI-2 QS modul
COC1(OC)C(/C=C/c2ccc(C)cc2)C(C#N)(C#N)C1(OC)OC (stereo unspecified)	i	1.3	i	i	i	i	i	i	i	i	6.5
CC(=O)Nc1ccc(NC(=O)C(C)n2nc(C)c([N+](=O)[O-])c2C)cc1 (stereo unspecified)	i	-0.1	i	i	i	i	i	i	i	i	36.2
CCC1CCCCN1C(=O)c1c(-c2ccccc2)noc1C (stereo unspecified)	i	0.4	i	i	i	i	i	i	i	i	-2.2
O=C(COC(=O)CCc1ccccc1)NC(c1ccccc1)c1ccccc1	i	-0.8	i	i	i	i	i	i	i	i	-29.2
O=C(NCc1ccc(Cl)cc1)C(=O)NCC1OCCN1C(=O)c1ccc(Cl)cc1 (stereo unspecified)	i	0.1	i	i	i	i	i	i	i	i	31.8
COc1ccc(NCc2ccc(OC)c(OC)c2)cc1	i	0.6	i	i	i	i	i	i	i	i	16.3
COc1ccc(OC)c(NC(=O)Cn2cccc2)c1	i	-0.2	i	i	i	i	i	i	i	i	12.9
Cn1ncc(Br)c1C(=O)NCc1cccs1	i	0.2	i	i	i	i	i	i	i	i	16.7
O=C(NCCCCc1ccccc1)C1CC(c2cc(C(F)(F)F)cc(C(F)(F)F)c2)=NO1 (stereo unspecified)	i	-0.1	i	i	i	i	i	i	i	i	8.7
Cc1cccc(C(=O)NCC(=O)OCc2cc(=O)n3ccsc3n2)c1	i	-0.1	i	i	i	i	i	i	i	i	35.2
CCOC(=O)c1cc(CC)sc1NC(=O)c1ccc(N2CCOCC2)c([N+](=O)[O-])c1	i	-0.4	i	i	i	i	i	i	i	i	31.5
CC(C)n1c(/N=C/c2ccccc2O)nc2ccccc21	i	0.4	i	i	i	i	i	i	i	i	12.3
CCOc1ccc(NS(=O)(=O)c2ccc(C(=O)N3CCN(C(C)=O)CC3)cc2)cc1	i	0.1	i	i	i	i	i	i	i	i	9.5
O=C1NCC(O)=C1C=NCCCO	i	.	i	i	i	i	i	i	i	i	15.2
COc1cc(C(=O)NCC(=O)N/N=C/c2c(C)[nH]c3ccccc23)cc(OC)c1OC	i	-0.1	i	i	i	i	i	i	i	i	-0.3
c1csc(CNCCN2CCOCC2)c1	i	-0.1	i	i	i	i	i	i	i	i	12.4
CC(C)N(Cc1ccccc1)C(=O)COC(=O)c1cnccn1	i	-0.5	i	i	i	i	i	i	i	i	7.5
O=C(NCc1cccs1)C1CCN(S(=O)(=O)c2cccc3nsnc23)CC1	i	-7.7	i	i	i	i	i	i	i	i	10.5
COc1ccccc1C(CC(=O)c1ccccc1)CC(=O)c1ccccc1	i	-0.2	i	i	i	i	i	i	i	i	14.2
COC(=O)CNc1cc(S(=O)(=O)N2CCCCC2)ccc1Oc1ccc(C(=O)OC)cc1	i	-0.7	i	i	i	i	i	i	i	i	34.4
On1c(-c2ccc(Cl)cc2)nc2ccccc21	i	1.8	i	i	i	i	i	i	i	i	-30.3
COc1ccccc1NC(=O)N1CCCC(C(=O)Nc2cccc(C)c2C)C1 (stereo unspecified)	i	-0.2	i	i	i	i	i	i	i	i	-2.8
Cc1cc(C)cc(NS(=O)(=O)c2ccc(NC(=O)C3CCCCC3C(=O)O)cc2)c1 (stereo unspecified)	i	-0.3	i	i	i	i	i	i	i	i	31.4
O=c1[nH]c(Cc2ccccn2)nc2scc(-c3ccccc3Cl)c12	i	0.1	i	i	i	i	i	i	i	i	37.8
O=C(CSc1nc2ccccc2c(=O)[nH]1)Nc1ccc(S(=O)(=O)N2CCCC2)cc1	i	-0.7	i	i	i	i	i	i	i	i	22.8
CC(C)c1cc(C(=O)N/N=C/c2c[nH]c3ccccc23)n[nH]1	i	-0.1	i	i	i	i	i	i	i	i	58.3
Brc1cccc(OCCSc2ncccn2)c1	i	1.5	i	i	i	i	i	i	i	i	-81.9*
Cc1ccc2cc(C(c3nnnn3C3CCCC3)N3CCN(c4ccc(F)cc4)CC3)c(=O)[nH]c2c1 (stereo unspecified)	i	0.1	i	i	i	i	i	i	i	i	33.4
O=C(CS(=O)(=O)c1ccccc1)Nc1nnc(C(F)(F)F)s1	i	0.7	i	i	i	i	i	i	i	i	2.8
CS(=O)(=O)N(CC(=O)N1CCC(C(N)=O)CC1)c1ccc(Oc2ccccc2)cc1	i	0.0	i	i	i	i	i	.	i	i	20.6
COc1ccc2[nH]c(=O)c(C(c3nnnn3C3CCCC3)N(C)C3CCCCC3)cc2c1 (stereo unspecified)	i	-0.1	i	i	i	i	i	i	i	i	15.1
OCCC#Cc1ccc(CN2CCN(CCc3ccccc3)C(CCO)C2)cc1 (stereo unspecified)	i	-0.3	i	i	i	i	i	i	i	i	8.2
Cn1c(SCc2ccc(Br)cc2)nnc1-c1cccs1	i	0.5	i	i	i	i	i	i	i	i	-20.9
O=C(c1ccccc1F)N1CCN(c2ccc([N+](=O)[O-])c(NCC3CCCO3)c2)CC1 (stereo unspecified)	i	-0.1	i	i	i	i	i	i	i	i	36.5
CN(C(=O)C1CCC1C(=O)O)c1nc(-c2ccc(Cl)s2)cs1 (stereo unspecified)	i	1.2	i	i	i	i	i	i	i	i	-9.8
N#Cc1nc(-c2ccco2)oc1NCc1ccco1	i	.	i	i	i	i	i	i	i	i	14.7
COC(=O)Cc1ccc2oc(-c3cccnc3)nc2c1	i	1.9	i	i	i	i	i	i	i	i	8.7
CCCNC(=O)c1cc(-c2ccc3c(c2)OCO3)on1	i	-6.1	i	i	i	i	i	i	i	i	7.9
CCCC1=[N+](CC(=O)c2ccc(C)cc2)CCn2cccc21	i	0.4	i	i	i	i	-6*	i	i	i	20.6
Cc1ccc(C(C2C(=O)CC(C)(C)CC2=O)C2C(=O)CC(C)(C)CC2=O)s1	i	-0.3	i	i	i	i	i	i	i	i	.
COc1ccc(Nc2ccc(Nc3ccc(OC)cc3)nn2)cc1	i	0.2	i	i	i	i	i	i	i	i	-0.8
Cc1ccc(-c2nc3ccccc3[nH]c2=O)cc1	i	3.6	i	i	i	i	i	i	i	i	6.1
O=c1[nH]c(CSc2ncn[nH]2)nc2ccccc12	i	0.0	i	i	i	i	i	i	i	i	17.7
CN(Cc1cn(C)nc1-c1ccc(Oc2ccccc2)cc1)CC1COCCO1 (stereo unspecified)	i	-0.4	i	i	i	i	i	i	i	i	17.3
COc1ccc(NC(=O)CSc2cc(C(=O)c3nccn3C)c3ccccc3n2)cc1	i	0.2	i	i	i	i	i	i	i	i	8.3
O=C(NC(=S)NCC1CCCO1)c1ccccc1 (stereo unspecified)	i	0.8	i	i	i	i	i	i	i	i	2.0
